Source: PubChem
TbREL1 inh = TbREL1 inhibition, primary screen | P86926 | TbREL1 RNA ligation, FRET fluorescence | inhibition, % at 9.66 µM | 89,000 tested, 0.49% active;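 active means inhibition above the mean inhibition across all screened compounds plus 3 SD, cut at about 11% in these data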;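 further: 0% = plate median of test wells and 100% = NSC42067 control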
Target sequence (P86926 whole entry, looked up): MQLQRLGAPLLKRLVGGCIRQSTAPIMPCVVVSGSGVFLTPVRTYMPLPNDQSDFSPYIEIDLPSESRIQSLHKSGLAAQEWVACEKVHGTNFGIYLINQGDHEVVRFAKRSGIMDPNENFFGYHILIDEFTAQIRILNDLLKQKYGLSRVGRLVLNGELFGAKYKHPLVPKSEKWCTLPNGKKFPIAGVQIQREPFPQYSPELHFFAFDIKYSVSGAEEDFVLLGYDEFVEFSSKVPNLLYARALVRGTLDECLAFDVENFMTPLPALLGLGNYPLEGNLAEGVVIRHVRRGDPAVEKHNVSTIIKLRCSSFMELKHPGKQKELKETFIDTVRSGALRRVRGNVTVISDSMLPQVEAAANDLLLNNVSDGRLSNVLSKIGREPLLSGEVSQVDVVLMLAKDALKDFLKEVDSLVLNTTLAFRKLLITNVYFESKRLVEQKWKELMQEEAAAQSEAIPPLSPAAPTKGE
Starred values were filed as active, the others as inactive. Some of the compounds tested (hit frequency here may not be typical).

TbREL1 inh | Molecule
2.9 | CC(C)(C)CN1CCNC[C@H]1Cc1ccc(O)cc1
-2.3 | COc1ccccc1C(=O)Nc1c2c(nn1-c1cccc(C)c1C)CS(=O)C2 (stereo not given)
4.8 | CC1CCCC(C)N1C(=O)COC(=O)Cn1cnc2c1c(=O)n(C)c(=O)n2C (stereo not given)
6.7 | O=C(Nc1ccon1)Nc1ccc(Cl)cc1Cl
-3.5 | CCCC1CCC2(CC1)CCC2OC(=S)Nc1ccc(Br)cc1 (stereo not given)
-3.6 | O=C(CSC1=NCCS1)NC1CCCCC1
0.0 | O=C(Nc1cnccn1)c1ccncc1
-3.9 | Cc1ccc(S(=O)(=O)N(C)C)cc1NC(=O)C(C)OC(=O)/C=C/c1cccs1 (stereo not given)
-1.0 | Cc1cccc(-c2nc(Nc3ccc(N4CCOCC4)cc3)c3ccccc3n2)c1
3.2 | COc1cc(OC)c(OC)cc1CN(C)C(c1ccccc1)c1nnnn1-c1ccccc1C (stereo not given)
3.5 | Clc1cccc(-c2nc3nc4ccccc4nc3n2Cc2ccco2)c1
-0.9 | CC(=O)c1cccc(NC(=O)COc2ccc(S(=O)(=O)N3CCCCC3)cc2)c1
-2.8 | O=C(CN1CCN(c2nc(-c3ccccc3)cs2)CC1)Nc1ccc(Cl)cc1
-1.6 | CC(=O)c1cccc(-c2csc(N3CCC(C(N)=O)CC3)n2)c1
1.1 | CCCCCOC(=O)C1C2C=CC3(CN(c4ccccc4C)C(=O)C13)O2 (stereo not given)
2.4 | Cc1cccc(NC(=O)c2cc3c([nH]c4ccccc43)c(C)n2)c1C
1.9 | Cc1cc(C)cc(OCC(O)CN2CCC(CN3C(=O)c4cccc5cccc(c45)C3=O)CC2)c1 (stereo not given)
4.1 | CCOc1ccc(OCCn2ccnc2)cc1
2.0 | O=C(COc1ccccc1Cl)Nc1ccc(N2CCN(C(=O)c3ccccc3)CC2)cc1
-0.7 | Cc1cc(S(=O)(=O)NC2CCCCC2)ccc1-n1cnnn1
-0.3 | Cc1cc(=O)[nH]c(N/N=C/C(C)c2ccccc2)n1 (stereo not given)
-0.6 | Cc1ccc(-n2nc(C)c3c2OC(N)=C(C#N)C3c2cccs2)cc1 (stereo not given)
2.5 | O=C(CCNC(=O)c1ccc([N+](=O)[O-])cc1)Nc1ccccc1N1CCOCC1
1.1 | Cn1cc(/C=N/n2cnc3sc4c(c3c2=O)CCCC4)c2ccccc21
4.5 | CC1(C)CC(=O)C(Sc2ccccc2[N+](=O)[O-])=C(O)C1
5.0 | CC[C@H](C)[C@@H]1NC(=O)c2cc([N+](=O)[O-])cc(F)c2NCCCC[C@@H](C(N)=O)NC(=O)[C@H](CC(N)=O)NC1=O
-0.6 | O=C(c1ccccc1)n1ccc2ccc(-c3ccc4ccn(C(=O)c5ccccc5)c4c3)cc21
-0.4 | Cc1cc(Cn2nc(C(=O)NCC3CC3)cc2-c2ccccc2)on1
-6.2 | O=C(CN1CCN(C(=O)c2cccc(S(=O)(=O)N3CCCC3)c2)CC1)Nc1cccc(F)c1
2.1 | Cc1cc(C)n(-c2nc(SCC(=O)O)c3c4c(sc3n2)COC(C)(C)C4)n1
-0.6 | COc1cc(C(=O)NC2CCN(Cc3nnnn3Cc3cccs3)CC2)cc(OC)c1OC
-2.1 | COc1ccc(CCN2CC(O)=C(c3nc4ccccc4c(=O)[nH]3)C2=N)cc1OC
-2.7 | O=C1CC(N2CCN(Cc3ccc4c(c3)OCO4)CC2)C(=O)N1Cc1ccc(N2CCCC2=O)cc1 (stereo not given)
1.4 | Cc1ccc(S(=O)(=O)Cc2ccc(C(=O)N3CCCC3)o2)cc1
-0.7 | Cc1ccc(-n2c(SCC(=O)Nc3ccc(S(=O)(=O)Nc4cc(C)nc(C)n4)cc3)nnc2-c2ccc(C(C)(C)C)cc2)cc1
-2.8 | O=S(=O)(Cc1ccccc1)N(O)c1ccccc1
1.6 | NC1=NC(=O)C(Cc2cccc(Cl)c2Cl)S1 (stereo not given)
-3.3 | COc1ccc(CCN(Cc2cccs2)S(=O)(=O)c2ccc(C)c(C)c2)cc1OC
-1.9 | Cc1ccccc1C(=O)NC1CCN(CC(=O)NCc2ccccc2)CC1
-5.0 | COc1ccc(N2CCN(C(=O)c3cccc(N4C(=O)C5C6C=CC(C6)C5C4=O)c3)CC2)cc1 (stereo not given)
-1.6 | CCOC(=O)CCCCC(=O)c1[nH]c(=O)[nH]c1Cn1ccnc1
0.3 | Cc1nc2ccccc2n1CCCOc1ccccc1
-0.9 | CC1CCN(S(=O)(=O)c2ccc3c(c2)c(=O)c(C(=O)NC2CCCC2)cn3C)CC1
0.7 | O=c1oc2ccccc2c(O)c1CN1CCCCC1
-0.2 | Nc1nc(C23CC4CC(CC(Cl)(C4)C2)C3)cs1
4.5 | COc1ccccc1C(=O)Nc1ccc(C(=O)N2CCCCC2)cc1
2.6 | N/C(=N\OC(=O)c1ccc(OCC(F)(F)F)nc1)c1ccc(Cl)cc1
2.9 | COc1ccc(N2C(=O)c3ccccc3NC2c2cccnc2)cc1 (stereo not given)
-1.7 | O=C(N/N=C\c1cc(Br)ccc1O)c1ccc(S(=O)(=O)N2CCCCC2)cc1
3.5 | COc1ccccc1NC(=O)Cn1cnc2c(cnn2-c2ccc(C)c(C)c2)c1=O

Further structures:
TbREL1 inh | Molecule
-0.8 | O=C(N[C@@H]1CCC(=O)N(CC[C@H](Sc2ccccc2)c2ccccc2)CC1)OCc1ccccc1
0.0 | O=C(CNC(=O)c1ccc(Br)o1)NCc1cccc(Cl)c1
-1.6 | Fc1cccc(NC(=S)N2CCCCC2)c1
-2.9 | Cc1ccc(C(=O)COC(=O)CCN2C(=O)C3C4CCC(C4)C3C2=O)cc1[N+](=O)[O-] (stereo not given)
3.7 | Cc1cccc(NS(=O)(=O)c2ccc(C3CCCCC3)cc2)c1
-2.1 | Cc1ccc(N(C(=O)c2nsc(Cl)c2Cl)C(C(=O)NC2CCCC2)c2ccc(O)cc2)cc1C (stereo not given)
-0.8 | COC(=O)CCN(C1CCCCC1)S(=O)(=O)c1ccc(S(=O)(=O)N2CCCCC2)cc1
-3.7 | O=C1c2ccccc2C(=O)N1CCCCn1c(=O)oc2ccccc21
-3.9 | CCc1ccc(C2CC(c3ccccc3C)n3nc(N)nc3N2)cc1 (stereo not given)
-0.7 | CCCCNC(=O)OC1CCS(=O)(=O)C1 (stereo not given)
0.0 | COc1ccc(NC(=O)Nc2nnc([C@@H]3C[C@H](O)[C@@H](CO)O3)s2)cc1
-1.8 | CNC(=O)[C@@]1(Cc2ccccc2)C=C[C@@H](C)N1C(=O)OC
0.2 | O=C(CN1CCN(CCN2C(=O)c3cccc4cccc(c34)C2=O)CC1)c1ccc(F)cc1
5.9 | COc1nc(OC)nc(N2CCC(C(=O)N(C)Cc3ccccc3F)CC2)n1
2.2 | Cc1cc(NC(=O)C(C)SCC(=O)N(C)Cc2ccccc2F)no1 (stereo not given)
-3.3 | COc1cccc(NC(=O)COC(=O)c2ccc(S(=O)(=O)NCc3ccco3)cc2)c1
-2.8 | COc1ccc(-c2nnc(SCC(=O)c3ccc(O)cc3O)o2)cc1
-2.8 | Cc1ccc(OCC(=O)Nc2nnc(S(=O)(=O)N3CCCCCC3)s2)cc1
0.2 | Cc1ccc(C)c(N(CC(=O)NCCc2ccccc2)C(=O)CCC(=O)Nc2ccccn2)c1
1.7 | O=C1c2ccccc2S(=O)(=O)N1CC(O)COc1ccc(Cl)cc1 (stereo not given)
-1.5 | CC(C)Cc1nnc(NC(=O)CCC(=O)N2CCN(c3ccccn3)CC2)s1
-0.7 | COc1ccccc1N1CCN(C(=O)c2ccc(S(=O)(=O)N3CCCCCC3)cc2)CC1
1.2 | Cc1csc(NC(=O)CSc2nnc(-c3ccncc3)n2C)n1
-0.6 | COC(=O)COc1ccc(S(=O)(=O)Nc2ccc(C(N)=O)cc2)cc1
-1.6 | O=C1c2cc(S(=O)(=O)NCCO)ccc2-c2ccc(S(=O)(=O)NCCO)cc21

7 of these compounds in a different format.
compound	TbREL1 inh
Cc1ccc(C)c(N(CC(=O)NCCc2ccccc2)C(=O)CCC(=O)Nc2ccccn2)c1	0.2
COc1cccc(NC(=O)COC(=O)c2ccc(S(=O)(=O)NCc3ccco3)cc2)c1	-3.3
COC(=O)CCN(C1CCCCC1)S(=O)(=O)c1ccc(S(=O)(=O)N2CCCCC2)cc1	-0.8
O=C1c2ccccc2C(=O)N1CCCCn1c(=O)oc2ccccc21	-3.7
Cc1cc(NC(=O)C(C)SCC(=O)N(C)Cc2ccccc2F)no1 (stereo not given)	2.2
CCCCNC(=O)OC1CCS(=O)(=O)C1 (stereo not given)	-0.7
O=C(CNC(=O)c1ccc(Br)o1)NCc1cccc(Cl)c1	0.0

Next part
TbREL1 inh | Molecule
-1.1 | O=C(Nc1cccc(-c2ccc3nncn3n2)c1)c1ccco1
-1.9 | Cc1ccccc1NC(=O)c1cccc(N2C(=O)C3C4CCC(C4)C3C2=O)c1 (stereo not given)
-0.5 | O=C(Cc1ccc(NC(=O)C2CCCN(C(=O)C3CC3)C2)cc1)Nc1ccc(C(=O)N2CCOCC2)cc1 (stereo not given)
-2.9 | Cc1ccc(NC(=O)C(C)Sc2nnc(-c3cccnc3)n2-c2ccccc2)cc1 (stereo not given)
2.4 | N/C(Cc1cccc2ccccc12)=N\OC(=O)Cc1cccs1
0.4 | O=C(Nc1ccc2c(c1)OC1(CCCC1)O2)C1CC1
-4.1 | Cc1ccc(C)c(-n2c(-c3csc(C)c3)n[nH]c2=S)c1
0.1 | CCOc1ccc(CNC(=O)C2CC(=O)N(C3CCCC3)C2)cc1OC (stereo not given)
-0.8 | Cc1ccc2[nH]c(=O)c(CN(Cc3cccnc3)C(=S)NCCCN(C)C)cc2c1
-3.0 | CC(=O)c1ccc(C(=O)NC2CC(C)(C)Cc3c2cnn3-c2ccccc2)cc1 (stereo not given)
7.2 | Cc1cc(Nc2nnnn2-c2ccccc2)n(-c2ccccc2)n1
2.7 | Nc1ncc(CN2CCCC(C(=O)Nc3ccc(-c4ccco4)cc3)C2)cn1 (stereo not given)
-1.3 | C=C1CCN([C@@H](CC(C)C)C(=O)N2CCOCC2)S(=O)(=O)c2ccccc21
-3.2 | N#C/C(=C(/O)c1ccc(C(=O)c2ccccc2)cc1)c1nc2ccccc2[nH]1
0.0 | N#C/C(=C(/O)COC(=O)CSc1ccc2ccccc2c1)c1nc2ccccc2[nH]1
-2.8 | COc1cc(N(Cc2ccccc2)Cc2ccccc2)c2ncn(C(C)C)c2c1
-0.2 | c1cncc(CNc2ncnc3sc4c(c23)CCC4)c1
-1.5 | Cc1ccc(NC(=O)COC(=O)CCC(=O)c2cccs2)c(C)c1
6.4 | COc1ccc(/C=C/C(=O)NC(=S)N2CCSCC2)cc1
-1.2 | O=C(c1ccc(S(=O)(=O)N2CCCC2)cc1)N1CCCCCC1
-2.7 | COc1ccc(OC)c(NC(=O)Nc2ccc3c(c2)CCC3)c1
-3.6 | O=C(NCCc1c[nH]c2ccccc12)C(=O)NCC1OCCN1S(=O)(=O)c1cc(F)ccc1F (stereo not given)
-0.6 | O=C(Nc1ccc2c(c1)OCCO2)c1ccc(Br)c(S(=O)(=O)N2CCOCC2)c1
3.2 | Cc1c(Cl)cccc1NC(=O)CSC(N)=O
-0.7 | Cc1ccc(C(=O)N2CC(=O)Nc3ccccc32)o1
-0.7 | NC(=S)c1ncc(C(F)(F)F)cc1Cl
-0.1 | CC1CCCCC12NC(=O)N(CC(=O)Nc1sc3c(c1C(N)=O)CCC3)C2=O (stereo not given)
-2.8 | O=C(N[C@H]1C/C=C\C[C@H](CC(=O)N(CCO)Cc2ccccc2)C(=O)N[C@H](Cc2c[nH]c3ccccc23)COC1=O)OCC1c2ccccc2-c2ccccc21
1.0 | c1ccc(CNc2ncnc3sc4c(c23)CCC4)nc1
5.5 | NC(=O)c1ccsc1NC(=O)COC(=O)c1ccc([N+](=O)[O-])o1
-1.9 | CCCc1nc2oc3c(NCCOCCO)ncnc3c2c2c1COC(C)(C)C2
-2.5 | COc1ccc(-c2nnc(SCC3CCCO3)n2C)cc1 (stereo not given)
3.0 | O=C(NC1CCCCCC1)c1cccs1
5.6 | Cc1ccc(CSCc2ccc(C(=O)NCC3CCCO3)o2)cc1 (stereo not given)
0.6 | CN1CCC(=O)N(CCOc2ccccc2)CC1
-2.2 | C/C(=N/NC(=O)c1cccs1)c1ccc(NC(=O)COc2ccc(Cl)cc2Cl)cc1
1.3 | CN(C)N1C(=O)CC(N2CCCCC2)C1=O (stereo not given)
-1.9 | NC(=O)C1(NC(=O)[C@@H]2CC3(CC(c4cccc(NC(=O)c5cc([N+](=O)[O-])cc([N+](=O)[O-])c5)c4)=NO3)CN2C(=O)c2ccccc2)CC1 (stereo not given in full)
-2.2 | C[C@H]1Cn2cnc(C(=O)Nc3cccc(Cl)c3)c2C(=O)N1
-4.0 | CC(Sc1nnc(C2CC2)n1C1CC1)C(=O)Nc1cccc(S(=O)(=O)N2CCOCC2)c1 (stereo not given)
4.2 | O=C(NCC1CCCO1)c1ccccc1NS(=O)(=O)c1ccc(F)cc1 (stereo not given)
-3.4 | COc1ccccc1NC(=S)NCCc1ccc(Cl)cc1
-1.3 | COc1ccccc1Cc1c(-c2cccc(Br)c2)nc2c(C)cc(Br)cn12
3.3 | CCN1CCN(CCCNC(=O)C2c3ccccc3C(=O)N(C)C2c2ccc(OC)cc2)CC1 (stereo not given)
9.4 | COc1cc(C#N)ccc1OCC(=O)Nc1ccc(C)c(S(=O)(=O)N2CCOCC2)c1
-0.1 | CC(=O)Nc1sc(C)c(C)c1C(=O)OCCOc1ccccc1

Five structures out of the list, sorted by number of heavy atoms, high to low.
TbREL1 inh | Molecule
-1.9 | CCCc1nc2oc3c(NCCOCCO)ncnc3c2c2c1COC(C)(C)C2
-1.3 | COc1ccccc1Cc1c(-c2cccc(Br)c2)nc2c(C)cc(Br)cn12
4.2 | O=C(NCC1CCCO1)c1ccccc1NS(=O)(=O)c1ccc(F)cc1 (stereo not given)
-2.5 | COc1ccc(-c2nnc(SCC3CCCO3)n2C)cc1 (stereo not given)
0.6 | CN1CCC(=O)N(CCOc2ccccc2)CC1
